Nrf2 inh: inhibitors of Nrf2 signaling; A549 ARE-Fluc reporter, luciferase luminescence, 18-24 h; Potency, µM (top dose mostly 46 µM), inactives show top-dose activity change, negative = inhibition, most hits filed as inhibitors; actives 2.1% (n = 360,000); AID 504444; further: potency means the concentration at half of the fitted maximal effect; on the % scale 0 is the no-effect control and ±100 the full control effect; nearly all actives have a fitted effect of over 60% in size
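In this cell-based qHTS, ARE-driven firefly luciferase in A549 cells reports Nrf2 activity; the luminescent signal after BugLite lysis is the measured value, with a prior CellTiter-Fluor read for cell health.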
A549 tox: counter-screen for Nrf2 inhibitors: cytotoxicity in A549 cells; A549 ARE-Fluc cells, CellTiter-Fluor viability, 18-24 h; Potency, µM (top dose mostly 46 µM), inactives show at the top dose activity change, negative = cytotoxicity, actives largely listed as inhibitors; actives 0.16% (n = 390,000); further: potency means the concentration at half of the fitted maximal effect; on the % scale 0 is the no-effect control and ±100 the full control effect
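A549 ARE-Fluc cells in 5% FBS OPTI-MEM, 5000 cells/well, rested 2 h then exposed to compounds in concentration-response for 18-24 h at 37 °C. Viability by CellTiter-Fluor fluorescence (Ex 405/Em 525) after 30 min; luciferase luminescence (BugLite, 15 min, RT) read afterwards.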
MCF10A rerep: inducers of DNA re-replication in MCF 10A breast cells; MCF 10A DNA re-replication, Hoechst nuclear intensity, 48 h; Potency, µM (doses to about 46.1 µM), for inactives: at the top dose activity, positive = re-replication, most hits filed as activators; actives 2.9% (n = 350,000); AID 624296; further: potency means the concentration at half of the fitted maximal effect; % of control where 0% means no effect; nearly all actives have a fitted effect of over 50% in size
IL-1B inflam inh: inhibitors of inflammasome signaling (IL-1 beta secretion). actives 4.7% (n = 360,000). AID 743279. activity change, % at 57.5 µM. THP-1 LPS/ATP IL-1B secretion, AlphaLISA, 16 h; stronger effect = lower value; in the data active means activity change below about -50%; inconclusive means mostly about -30% to -49%; further: on the % scale 0 is the no-effect control and ±100 the full control effect
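THP-1 cells pretreated 1 hr with compounds (up to 57.5 uM final), then stimulated with LPS (250 ng/mL final) plus ATP (1.25 mM final); secreted IL-1B measured by AlphaLISA after 16 hr, decreased signal indicating inhibition.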
TGFb SMAD3 inh: TGF-b pathway inhibition; HepG2 CAGA-GFP TGF-b/SMAD3 reporter, GFP fluorescence, 18 h; TGF-beta stimulated, 500 pg/mL final; Potency, µM (highest dose often 46.1 µM), for the others: at the top dose activity, negative = inhibition, usual class: inhibitors; actives 1.2% (n = 410,000); AID 588855; further: potency means the concentration at half of the fitted maximal effect; on the % scale 0 is the no-effect control and ±100 the full control effect; nearly all actives have a fitted effect of over 65% in size
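HEPG2 CAGA-GFP reporter cells (1000/well, DMEM with 1% FBS) received compounds, then recombinant TGF-beta at 500 pg/mL final for 18 hours at 37 degrees C. Per-cell GFP summed per well was normalised to unstimulated and stimulated DMSO controls before curve fitting.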
ATXN viability: reduces viability in counter-screen for ATXN expression inhibitors | actives 0.49% (n = 400,000) | S2 cells (HEK-293 line with an ATXN2-luciferase reporter) viability, CellTiter-Fluor protease fluorescence, 24 h | Potency, µM (doses to about 56.7 µM), hits mostly cytotoxic; further: potency means the concentration at half of the fitted maximal effect; nearly all actives have a fitted effect of over 40% in size
ATXN2 expr inh: reduces ATXN2 reporter expression in HEK-293 cells; Potency, µM (doses to about 57 µM), without a hit: top-dose activity change, negative = inhibition, usual class: inhibitors; actives 0.72% (n = 360,000); AID 1745845; HEK-293 ATXN2-luciferase reporter, luminescence, 24 h; further: potency means the concentration at half of the fitted maximal effect; on the % scale 0 is the no-effect control and ±100 the full control effect; nearly all actives have a fitted effect of over 55% in size
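qHTS (up to 57 uM final) was run with 24 h compound exposure of reporter cells at 37 °C. Each well was multiplexed: SteadyGlo luminescence measured ATXN2-luciferase expression after a fluorogenic Gly-Phe-AFC viability readout (25 uM final).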
Nrf2 activator: activators of Nrf2 (ARE) signaling; AREc32 ARE-luciferase reporter (MCF7-derived line), luminescence, 24 h; Potency, µM (doses to about 46.1 µM), for inactives: at the top dose activation, most hits filed as activators; actives 0.31% (n = 410,000); AID 624171; further: potency means the concentration at half of the fitted maximal effect; % of control where 0% means no effect; nearly all actives have a fitted effect of over 65% in size
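Steps: seed AREc32_Fluc cells (1000/well, 5% FBS OPTI-MEM); incubate overnight at 37 deg C; add 23 nL compound; incubate 24 hr; add Steady-Glo; hold 30 min RT; read luminescence.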
HepG2 tox: HepG2 cytotoxicity, counter-screen for TGF-b inhibitors. HepG2 CAGA-GFP viability, ATP luminescence, 18 h. Potency, µM (titrated, usually from 46.1 µM), inactives show at the highest dose activity change, negative = cytotoxicity, hits mostly cytotoxic. actives 0.76% (n = 410,000); further: potency means the concentration at half of the fitted maximal effect; some results filed as inactive show a strong effect at the top dose
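HepG2 CAGA-GFP cells (1000/well, DMEM with 1% FBS) received compound, then TGF-beta at 500 pg/mL final, and were incubated 18 hours at 37 degrees C. Viability was read by CellTiter-Glo luminescence. Media-only wells were set as complete cell-killing and DMSO as no toxicity.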
* marks the source's active call; other numbers are inactive results; i = inactive; ? = inconclusive; nt = no result given; & = joins results of further samples; [ ] = dose if it differs, or a comment. Unless noted, the call rests on the fitted dose curve; in most records, active means well fitted curve in the direction sought with a large enough effect; inconclusive means small, poorly fitted or top-dose-only effect, or another doubt; inactive means no such curve, though single readings can be large; an effect the other way counts as inactive or inconclusive.

Below each compound – Nrf2 inh, A549 tox, MCF10A rerep, IL-1B inflam inh, TGFb SMAD3 inh, ATXN viability, ATXN2 expr inh, Nrf2 activator, HepG2 tox
> CS(=O)(=O)NN1C(=O)c2ccccc2NC1c1cccc2cccnc12 (stereo unspecified)
→ 11.9%, -2.1%, 0.0%, 56.3, ?, i, 37.1%, 4.3%, -46.4%
> CCOC(=O)C1(CCc2ccccc2)CCN(C(=O)C(C)n2cncn2)CC1 (stereo unspecified)
→ 5.4%, -0.1%, 0.7%, 7.6, 7.0%, i, 1.8%, 0.0%, -0.1%
> O=C(OCc1cccc([N+](=O)[O-])c1)c1cccnc1Cl
→ -4.6%, 1.4%, -7.0%, -17.9, 6.3%, i, -0.8%, -0.6%, 6.6%
> COc1cccc(CNC(=O)CCNS(=O)(=O)c2cccc3nsnc23)c1
→ 9.8%, 7.7%&2.4%, -18.3%, -5.6, -0.5%&0.1%, i, 10.6%&-16.9%, -0.8%[9.22 µM], 2.0%&-23.0%
> COc1ccc(Cn2ccnc2SCC(=O)NC2CCCCC2)cc1
→ ?, -5.7%, 0.1%, 0.0, -5.6%, i, -8.6%, 0.7%, -11.6%
> COc1ccc(C)cc1NC(=O)C(Sc1nnnn1C)c1ccccc1 (stereo unspecified)
→ -0.5%, -1.2%, -19.2%, 1.7, 10.9%, ?, -7.9%, 0.8%, 8.0%
> O=S(=O)(Nc1ccccc1N1CCCCC1)c1ccc(F)cc1F
→ -1.2%, 13.7%, -5.1%, -22.1, -2.5%, i, -13.5%, -0.5%, -2.9%
> O=C(Cc1ccc([N+](=O)[O-])cc1)N/N=C/c1ccccc1F
→ -24.1%, -8.1%, -3.1%, -9.6, -16.9%, i, -4.6%, -0.6%, 1.7%
> Cn1cc(S(=O)(=O)c2cccc(Cl)c2)c(=O)c2cc(F)c(N3CCN(c4ccc(F)cc4)CC3)cc21
→ -23.4%, 0.7%, nt, nt, 0.3%, nt, nt, -0.9%, 1.3%
> Cn1c(=NC(=O)COc2ccccc2)sc2ccccc21
→ ?, -2.8%, -1.5%, -10.5, 7.7%, ?, nt, -0.8%, 8.6%
> COC(=O)c1ccc(NC(=S)NC(=O)C2CCC2)cc1
→ 11.6%, 10.1%, -0.1%, -9.6, -2.3%, i, 20.1%, 0.1%, -10.1%
> C/C=C/c1ccc(OCCCn2cncn2)c(OC)c1
→ 6.6%, 0.9%, 0.1%, 29.1, 0.5%, i, 20.0%, 0.7%, -12.3%
> COC(=O)c1ccc(OC(=O)CN2C(=O)c3ccccc3C2=O)cc1
→ 0.5%, 2.4%, 1.1%, 15.1, 25.7%, i, nt, 0.2%, 11.9%
> COc1ccccc1CNC(=O)CN1C(=O)NC2(CCCC2)C1=O
→ 10.6%, 0.1%, -1.1%, 0.0, 14.1%, i, 4.4%, -0.3%, 4.6%
> Cn1c(CS(=O)Cc2c(Cl)cccc2Cl)nnc1SCc1c(Cl)cccc1Cl (stereo unspecified)
→ nt, -6.6%, 22.0%, -9.3, -7.5%, i, -15.1%, -0.4%, -22.0%
> CCCN1CCN(S(=O)(=O)c2cc3c(cc2C)NC(=O)CO3)CC1
→ 4.6%, 1.7%, -2.5%, -0.4, -0.3%, i, -1.2%, 0.3%, -5.1%
> OCCN1CCN(c2ncnc3sc4c(c23)CCCC4)CC1
→ 0.0%, 0.0%, -0.1%, -0.6, 22.2%, i, nt, 0.1%, -0.5%
> COc1ccc(NS(=O)(=O)c2cccc(C(=O)NNC(=O)CNC(=O)c3cccc(C)c3)c2)cc1
→ 3.7%, -1.2%, -0.2%, 14.0, 3.1%, i, 1.6%, 0.0%, -2.8%
> Cc1cc(NC(=O)Nc2cccc(C(F)(F)F)c2)no1
→ ?, -2.0%, 29.2%, 7.1, -22.9%, i, -6.4%, 0.1%, -46.7%
> O=C(Nc1cccc(C(F)(F)F)c1)C1CCCCC1
→ -23.7%, 0.3%, -4.0%, -1.7, -18.5%, i, -4.5%, 0.3%, -9.0%

More structures
Below each compound – Nrf2 inh, A549 tox, MCF10A rerep, IL-1B inflam inh, TGFb SMAD3 inh, ATXN viability, ATXN2 expr inh, Nrf2 activator, HepG2 tox
> O=[N+]([O-])c1cccc(S(=O)(=O)Nc2cccc(-c3ccc(N4CCCC4)nn3)c2)c1
→ ?, 0.4%, 0.1%, -9.1, -22.7%, i, 7.8%, 4.7%, -12.5%
> CC1=C(C(=O)OC2CCCC2)C(c2ccc(C)o2)C2=C(CC(c3cccs3)CC2=O)N1 (stereo unspecified)
→ ?, -23.6%, ?, -27.8, ?, i, -26.9%, 6.8%, 11.0%
> O=c1[nH]c(CO)nc2c1oc1ccccc12
→ -18.7%, 1.1%, 0.7%, 15.2, 0.5%, i, -9.5%, -0.1%, -31.3%
> Cn1nnnc1SCC(=O)Nc1ccccc1[N+](=O)[O-]
→ nt, -13.9%, -0.2%, -6.2, 10.8%, i, 0.3%, -0.2%, -13.8%
> COC(=O)C1=C(C)NC(C)=C(C(=O)OC)C1C(=O)OCCN1C(=O)c2ccccc2C1=O
→ -1.2%&15.1%, 0.3%&-10.0%, -15.3%&-3.5%, 38.6&-18.0, -3.1%&-0.4%, i, 4.9%&2.1%, 0.3%&-0.1%, 9.3%&3.5%
> CCc1ccc2c(c1)NC(=O)C2(C)Cc1ccc(Cl)cc1 (stereo unspecified)
→ nt, nt, nt, 17.5, 4.6%, i, 6.8%, -0.5%, 10.9%
> CCNC(=O)NC(=O)C(C)Oc1ccc(C(=O)OC)cc1 (stereo unspecified)
→ 3.6%, -2.9%, 7.2%, 18.9, 5.7%, i, 3.1%, -0.7%, 7.8%
> Cc1noc(C(C)C)c1C(=O)Nc1ccc(-c2nnc3n2CCCCC3)cc1
→ -0.8%, 0.3%, 0.1%, -0.4, 6.3%, i, 1.8%, 0.1%, 8.1%
> Cc1ccc(CN2CCSc3ccc(C(=O)Nc4ccc(Cl)cc4)cc32)cc1
→ ?, -0.1%, nt, nt, -6.2%, i, 55.9%[activator], -0.7%, -3.2%
> Cn1c2ccccc2c2nnc(NN)nc21
→ 7.3%, 2.5%, -2.9%, -3.9, 1.8%, nt, -13.2%, 4.3%, 80.3%
> CCOc1ccccc1OCC(=O)Nc1nc2ccccc2[nH]1
→ -0.1%, 3.0%, -3.1%, -4.2, 0.0%, i, 1.8%, 3.4%, -16.9%
> O=C(CCNC(=O)C1CCN(S(=O)(=O)c2ccccc2)CC1)NCc1cccc(Cl)c1
→ 10.4%, 0.0%, ?, -5.2, -3.1%, i, nt, 0.6%, 7.3%
> Cc1ccc(S(=O)(=O)N2CCN(C(=O)CSc3nc4ccccc4c(=O)[nH]3)CC2)c(C)c1
→ ?, 4.3%, 4.5%, 24.8, -6.8%, i, 2.9%, -0.2%, -19.8%
> CCCc1nnc(SCC(=O)Nc2ccccc2F)o1
→ 6.5%, 0.5%, 3.7%, -10.1, -2.7%, nt, 13.3%, -0.4%, -0.1%
> CCN1CCN(c2nc3ccccc3nc2NS(=O)(=O)c2ccc(NC(C)=O)cc2)CC1
→ 5.7%, 11.1%, -8.8%, 18.1, 17.4%, i, nt, 2.0%, 2.0%
> CC(C)(C)NC(=O)CSc1nnc(Cc2ccc3c(c2)OCO3)n1C1CCCCC1
→ nt, 0.2%, -17.5%, -8.5, -14.7%, i, -11.8%, -1.2%, -14.2%
> CCC(=O)Nc1cc(-c2nnc(OC)c3ccccc23)ccc1N1CCOCC1
→ -7.1%, -3.8%, 2.1%, -21.5, 1.6%, i, -11.4%, 0.3%, 3.0%
> CCn1c(=O)c2cc(C(=O)NCCC(C)C)sc2c2ccccc21
→ ?, 1.4%, 10.7%, ?, -6.9%, i, -17.9%, 0.4%, 18.3%
> O=C(NC1CCCCC1)c1cccc2c(-c3ccc(F)c(F)c3)coc12
→ nt, nt, nt, -19.1, -22.0%, i, 1.0%, 4.3%, -21.0%
> O=C(COC(=O)CNC(=O)C1CCCCC1)Nc1ccc(Cl)cc1F
→ -0.4%, 0.1%, 3.0%, -10.1, 2.1%, i, -17.8%, 0.3%, -32.7%

Continued:
Below each compound – Nrf2 inh, A549 tox, MCF10A rerep, IL-1B inflam inh, TGFb SMAD3 inh, ATXN viability, ATXN2 expr inh, Nrf2 activator, HepG2 tox
> COCCn1c(=S)[nH]c2cc(C(=O)NCCc3ccccc3)ccc2c1=O
→ -0.2%, -0.2%, 5.9%, 50.0, 0.5%, i, 0.5%, 0.1%, -3.1%
> COc1ccc(CNS(=O)(=O)CCNCc2ccco2)cc1
→ 15.1%, 1.7%, -0.3%, 0.0, 2.0%, i, 9.6%, 0.4%, 4.2%
> CCC(C)(C)NC(=O)C(c1ccc(O)cc1)N(CCOC)C(=O)CCC(=O)Nc1nccs1 (stereo unspecified)
→ -8.0%, -20.0%, -8.8%, -0.4, 3.2%, i, -3.8%, -0.6%, 4.7%
> Cc1c(C(=O)OCc2nc3ccsc3c(=O)[nH]2)oc2ccccc12
→ -13.8%, -3.6%, -1.1%, 6.5, -3.1%, i, -14.2%, -0.6%, -0.1%
> COc1cccc(CNC(=O)C2CCCN(c3nn4cc(-c5ccc(C)cc5)nc4s3)C2)c1 (stereo unspecified)
→ -22.6%, -7.4%, nt, nt, -20.7%, nt, nt, 3.4%, -19.4%
> CCOc1ccc(NS(=O)(=O)c2c(C(=O)N3CCCCCC3)c(C)n(C)c2C)cc1
→ 1.6%, 9.3%, -2.0%, -3.4, -2.7%, i, 3.9%, -0.1%, -1.2%
> CC(C)(C)OC(=O)N1CC=C2C(C#N)=C(N)C(C#N)(C#N)[C@H](c3cccnc3)[C@H]2C1
→ -17.8%, -15.3%, 2.0%, -9.3, -7.0%, i, -8.6%, 4.7%, 1.6%
